# Screening data deposited in PubChem by National Center for Advancing Translational Sciences (NCATS).
# ELG1 repair inh – inhibitors of ELG1-dependent DNA repair in HEK293T cells | HEK293T ELG1-luciferase reporter, luminescence, 16 h; DNA damage induced by 5-fluorouridine | Potency, µM (titrated, usually from 46.1 µM), inactives show at the top dose activity change, negative = inhibition, usual class: inhibitors | actives 2.3% (n = 330,000) | AID 504467; further: potency means the concentration at half of the fitted maximal effect; on the % scale 0 is the no-effect control and ±100 the full control effect; nearly all actives have a fitted effect of over 55% in size
#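 DMSO vehicle served as the neutral condition. Each well held 2,000 cells given 5-fluorouridine plus compound; after 16 hr at 37 °C/5% CO2, ONE-Glo was added and luciferase measured 30 min later.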
# uPA generation – inhibitors of cell surface uPA generation | cell surface uPA generation assay, qHTS | Potency, µM (doses to about 38.3 µM), for the others: top-dose activity change, negative = inhibition, actives largely listed as inhibitors | actives 0.31% (n = 330,000) | AID 540303; active means well fitted inhibition curve with a large enough effect; inconclusive means small, poorly fitted or top-dose-only effect; inactive means no such curve, though single readings can be large or run the other way; tested in mouse RAW 264.7 cells; further: potency means the concentration at half of the fitted maximal effect; on the % scale 0 is the no-effect control and ±100 the full control effect; nearly all actives have a fitted effect of over 55% in size
# B2AR arrestin – agonists driving beta-arrestin recruitment to human beta2-adrenergic receptor | beta-arrestin recruitment to beta2AR, cell-based reporter | P07550 | AID 492947 | actives 0.02% (n = 330,000) | Potency, µM (top dose mostly 46.1 µM), without a hit: top-dose activation, actives largely listed as activators;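 further: potency means the concentration at half of the fitted maximal effect; 0% = DMSO controls and full agonism = EC100 isoproterenol or metaproterenol; nearly all actives have a fitted effect of over 65% in size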
# Tb PFK inh – inhibitors of T. brucei phosphofructokinase. O15648. T. brucei PFK, ADP-Glo luminescence. Potency, µM (doses to about 57.5 µM), for inactives: at the highest dose activity, negative = inhibition, usual class: inhibitors. actives 0.17% (n = 330,000);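 further: potency means the concentration at half of the fitted maximal effect; 0% = uninhibited 1x PFK enzyme wells and -100% = no-enzyme wells; nearly all actives have a fitted effect of over 60% in size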
#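 Luminescent ADP detection (ADP-Glo, two-step: ATP depletion then ADP-to-ATP conversion for luciferase) reported PFK activity after 45 min room-temperature reaction of 1.25 nM enzyme with 0.5 mM F6P and 0.1 mM ATP at pH 8.0.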
# Mito fusion act – blocks mitochondrial division or promotes mitochondrial fusion | S. cerevisiae fusion-defective mutant growth rescue, CellTiterGlo 48 h | Potency, µM (series often up to 46.1 µM), without a hit: at the highest dose growth rescue (activation), hits mostly activators | actives 0.23% (n = 320,000);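 further: potency means the concentration at half of the fitted maximal effect; % of control where 0% means no effect; nearly all actives have a fitted effect of over 45% in size; temperature-sensitive fusion mutants such as fzo1-1 at 37 °C on non-fermentable ethanol glycerol medium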
#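 Growth-rescue viability read-out: after 48 h at the non-permissive 37C in glycerol/ethanol YPEG, yeast mitochondrial fusion mutants are measured by CellTiterGlo luminescence; compounds (23 nl pinned per well) restoring growth score as division inhibitors or fusion activators.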
# BCR signal inh – blocks chronic active B-cell receptor signaling; AID 493014; actives 0.05% (n = 340,000); Potency, µM (titrated, usually from 46.1 µM), inactives show at the highest dose ratio change, negative = lower green/red ratio, hits mostly inhibitors; ABC-DLBCL IkBa-CBG/CBR reporter, luminescence ratio, 4 h; active means well fitted inhibition curve with a large enough effect in the signal ratio, with a control signal flat, not every such curve was filed as active; inconclusive means small, poorly fitted or top-dose-only effect, or effect the other way, or a change in a side signal; the % refers to the signal ratio;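 further: potency means the concentration at half of the fitted maximal effect; plate controls were basal doxycycline-induced cells for no effect and cells given 10 µM MG132 for full effect; MG132 reads +100%, hits lower the ratio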
#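 Concentration-response series (up to 46 uM) were applied to TMD8 dual-reporter cells for 4 h at 37C with doxycycline. Green/red ratio, after filter-overlap correction, defined %Activity; red signal alone was normalised to basal cells and zero luminescence.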
# USP2a inh – blocks human ubiquitin-specific protease USP2a. O75604. USP2 core, Ub-CHOP2 coupled fluorogenic reporter, 485/531. Potency, µM (top dose mostly 38.3 µM), inactives show top-dose activity change, negative = inhibition, usual class: inhibitors. actives 0.01% (n = 330,000). AID 463254;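 further: potency means the concentration at half of the fitted maximal effect; plate controls were DMSO wells for no effect and full inhibition by NEM control for full effect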
#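 Cell-free coupled assay: 10nM USP2 core preincubated 30min RT with compound in Tris-HCl pH 8.0/CaCl2/CHAPS buffer, then 25nM Ub-CHOP2 and 25nM reporter substrate; fluorescence (Ex 485/Em 531) read after 60min RT, normalized to NEM inhibition, concentration-response curves fitted.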
# PTAP TSG101 blk – blocks PTAP/TSG101 interaction to inhibit HIV-1 budding; Q99816; Fluorescence polarization, FITC-PTAP peptide / Tsg101 binding; Potency, µM (highest dose often 115 µM), for inactives: top-dose activity change, negative = inhibition, hits mostly inhibitors; 340,000 tested, under 10 active; active means well fitted inhibition curve with a large enough effect in the main read-out, with a control signal flat, not every such curve was filed as active; inconclusive means small, poorly fitted or top-dose-only effect, or effect the other way, or a change in a side signal; inactive means no such curve, though single readings can be large or run the other way; further: potency means the concentration at half of the fitted maximal effect; % of control where 0% means no effect
#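 FP read-out: FITC-PTAP peptide, 50 nM final, binding Tsg101 binding domain, 10 uM final; 20 min, r.t.; 10 mM HEPES pH 7.5, 0.15 M NaCl, 0.01% Tween 20, 3 mM EDTA, 0.1 mM TCEP.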
# TSHR antag – blocks TSH signaling through the human TSH receptor; TSHR-expressing cells, TSH-stimulated cAMP HTRF, 2 h; hits give low values; P16473; AID 504810; activity change, negative = inhibition, % at 11.5 µM; actives 0.2% (n = 330,000);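 active means activity change below a set negative limit, meaning inhibition stronger than a set level, cut at about -70% in these data; inconclusive means activity change between two set negative limits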; further: on the % scale 0 is the no-effect control and ±100 the full control effect
# Target sequence (P16473 whole entry, looked up): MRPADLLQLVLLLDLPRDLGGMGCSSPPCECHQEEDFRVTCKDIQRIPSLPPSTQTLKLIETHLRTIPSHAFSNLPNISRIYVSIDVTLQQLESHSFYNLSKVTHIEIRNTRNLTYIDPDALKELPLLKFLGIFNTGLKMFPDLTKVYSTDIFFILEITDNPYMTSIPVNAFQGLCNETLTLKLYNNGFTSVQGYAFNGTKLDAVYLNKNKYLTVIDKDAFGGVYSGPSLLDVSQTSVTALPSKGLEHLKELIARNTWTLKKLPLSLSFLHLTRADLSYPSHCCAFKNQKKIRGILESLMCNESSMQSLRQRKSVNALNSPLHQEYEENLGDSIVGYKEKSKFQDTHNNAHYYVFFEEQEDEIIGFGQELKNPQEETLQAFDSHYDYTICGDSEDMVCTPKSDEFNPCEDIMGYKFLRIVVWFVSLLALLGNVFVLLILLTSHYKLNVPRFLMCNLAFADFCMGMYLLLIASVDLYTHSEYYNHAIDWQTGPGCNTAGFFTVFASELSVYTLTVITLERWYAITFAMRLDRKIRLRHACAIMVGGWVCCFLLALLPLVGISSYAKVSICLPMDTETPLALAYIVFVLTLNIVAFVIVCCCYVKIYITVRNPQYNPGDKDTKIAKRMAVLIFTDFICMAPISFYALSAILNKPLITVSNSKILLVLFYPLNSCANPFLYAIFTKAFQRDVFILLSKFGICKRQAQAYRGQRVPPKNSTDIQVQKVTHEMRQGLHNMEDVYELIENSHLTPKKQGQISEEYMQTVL
#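 Read-out is FRET at 665 nm (cryptate excitation 337 nm) from a cryptate-tagged anti-cAMP antibody, competed by cell cAMP against cAMP-d2. Compounds are tested on freshly harvested TSHR cells challenged with 4nM TSH (EC80) for 2 hours at 37 deg C.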
# Eya2 inh – blocks the phosphatase activity of human Eya2; O00167; actives 0.006% (n = 330,000); AID 488837; recombinant Eya2, OMFP fluorescence dephosphorylation (OMFP is methylfluorescein phosphate); Potency, µM (top dose mostly 76.9 µM), inactives show top-dose activity, negative = inhibition, hits mostly inhibitors; further: potency means the concentration at half of the fitted maximal effect; on the % scale 0 is the no-effect control and ±100 the full control effect
#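 Eya2 protein (added as 0.2 uM solution) was preincubated with compound for 10 min at ambient temperature in 50 mM HEPES pH 7.5, 50 mM NaCl, 5 uM MgCl2, 0.05% BSA, 1 mM DTT. OMFP (added at 50 uM) then reacted 10 min; fluorescence read at 485/525 nm.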
# TCR activator – activates T cell receptor signaling | primary human leukocytes, anti-CD3, IL-2 HTRF, 48 h | Potency, µM (titrated, usually from 9.22 µM), for inactives: top-dose activation of IL-2 secretion, most hits filed as activators | 330,000 tested, under 10 active | AID 504894; further: % of control where 0% means no effect
#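 48 hr co-incubation of compounds, a-CD3 beads and primary human leukocytes; IL-2 quantified homogeneously by HTRF with anti-IL-2 K and d2 conjugates.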
# Starred values were filed as active, the others as inactive; ? = inconclusive; · = not tested or not shown; [ ] = dose if it differs, or a comment. Unless noted, the call rests on the fitted dose curve; in most records, active means well fitted curve in the direction sought with a large enough effect; inconclusive means small, poorly fitted or top-dose-only effect, or another doubt; inactive means no such curve, though single readings can be large; an effect the other way counts as inactive or inconclusive.
SMILES,ELG1 repair inh,uPA generation,B2AR arrestin,Tb PFK inh,Mito fusion act,BCR signal inh,USP2a inh,PTAP TSG101 blk,TSHR antag,Eya2 inh,TCR activator
C/C(=N\NC(=O)c1ccccc1)c1cc2cc([N+](=O)[O-])ccc2oc1=O,-8%,7%,0.0%,0%,4%,2%,4%,-2%,17,14%,-3%[46.1 µM]
C/C(=N\O)C(=O)NCC1CCNCC1,8%,9%,-0.2%,-8%,4%,0%,2%,-5%,16,1%,-9%
CC(C)N(C(=O)COC(=O)[C@H](C)NC(N)=O)c1ccccc1,-9%,-4%,-0.6%,-2%,2%,3%,-1%,-8%,-3,5%,-1%
CCOc1cc(C(=O)O/N=C(\N)c2ccc([N+](=O)[O-])cc2)cc(OCC)c1OCC,?,-5%,-0.2%,-1%,-1%,?,1%,-2%,-11,-12%,5%
Cc1cccc(CNc2ccc(C(CC(N)=O)NC(=O)c3ccccc3)cc2[N+](=O)[O-])c1 (configuration not stated),-10%,12%,0.0%,-2%,-5%,4%,-7%,-2%,-3,-11%,1%
CC(=O)Nc1ccc(S(=O)(=O)N2CCCc3ccccc32)cc1,?,?,0.0%,21%,-8%,0%,1%,-7%,0,-2%,·
CN(C)CCN(C(=O)c1ccc(S(=O)(=O)N(C)c2ccccc2)cc1)c1nc2ccc(Cl)cc2s1,?,2%,-0.6%,-25%,7%,16%,-2%,-8%,35,7%,-5%
O=C(Nc1ccc(C(=O)O)cc1)/C(=C\c1ccc2c(c1)OCO2)NC(=O)c1ccc(Br)o1,1%,2%,0.1%,26%,-2%,-11%,2%,1%,-4,2%,-1%
COC(=O)c1ccccc1NC(=O)c1ccc(-c2ccccc2F)o1,?,-5%,0.0%,1%,-7%,?,2%,-8%,4,0%,-9%
O=C(NC1CCCC1)C1CC(=O)N(CCc2ccccc2)C1 (configuration not stated),8%,-5%,0.1%,4%,0%,13%,-2%,-5%,29,7%,-8%
COc1cc([N+](=O)[O-])ccc1NC(=S)Nc1cc(C(=O)OC(C)C)cc(C(=O)OC(C)C)c1,?,1%,-0.2%,4%,8%,1%,1%,-1%,-2,2%,-2%[46.1 µM]
COc1cccc(/C(C)=N/N=C(\C)c2cccc(OC)c2)c1,?,-4%,0.5%,0%,-6%,?,-3%,0%,-23,-15%,-2%
O=S(=O)(Nc1cccc(S(=O)(=O)N2CCCC2)c1)c1cccc(Br)c1,-2%,-20%,-0.5%,-2%,4%,?,1%,-2%,-28,17%,-1%
CC(CCc1ccccc1)NC(=O)CNC(=O)c1cccs1 (configuration not stated),16%,2%,0.5%,-6%,2%,0%,2%,-5%,-3,4%,0%
CCOC(=O)C1CCN(S(=O)(=O)c2csc(C(N)=O)c2)CC1,1%,?,0.3%,-9%,-1%,0%,2%,-5%,15,5%,-2%
CC1CC1C(=O)OCC(=O)Nc1ccc2[nH]c(=O)[nH]c2c1 (configuration not stated),3%,13%,-0.4%,?,-2%,-1%,-2%,-9%,-13,-1%,7%
CN1C(=O)/C(=C/c2ccccc2Cl)Sc2ccc(C(=O)NCc3cccnc3)cc21,?,6%,0.2%,-3%,-3%,?,-5%,-2%,-22,-5%,3%
O=C(/C=C/c1cccc([N+](=O)[O-])c1)N1CCN(c2ccccn2)CC1,-22%,3%,0.4%,-1%,0%,-3%,1%,-3%,3,-6%,0%
Cc1ccc(C(=O)CN2C(=O)C(=O)N(Cc3ccccc3)C2=O)cc1,17%,-2%,-0.5%,-6%,5%,-1%,4%,-3%,3,-26%,-2%
CCC(C)c1ccc(NC(=O)COC(=O)CCNC(=O)c2ccco2)cc1 (configuration not stated),?,14%,0.2%,-7%,3%,0%,0%,-2%,18,-13%,10%
CCOP(=O)(c1ccc(N(C)C)cc1)C(O)c1ccc(Cl)cc1 (configuration not stated),1%,1%,0.1%,-1%,4%,2%,4%,0%,-8,-3%,4%
O=C(NCc1ccccc1)C1CCC1,7%,0%,-0.2%,0%,-3%,-4%,?,-4%,-1,3%,4%[46.1 µM]
O=C(COC(=O)CCCNC(=O)c1ccc(Cl)cc1)NC1CC1,16%,1%,-0.9%,-1%,3%,2%,-1%,0%,14,-11%,5%
Cc1cc(C)nc(Nc2cc([N+](=O)[O-])ccc2C)n1,12%,12%,-0.3%,1%,2%,-3%,-1%,1%,-4,2%,2%
CC(=O)c1cnc(Nc2nc(C)c3cccc(C)c3n2)nc1C,2%,·,0.3%,-1%,-5%,-1%,-2%,·,-5,5%,·
C/C(N)=C(/C#N)C(=O)CSc1nc2cc(Cl)ccc2c(=O)n1Cc1ccco1,-14%,0%,0.4%,3%,2%,?,-3%,2%,-7,2%,-3%
CS(=O)(=O)N(Cc1nnc(-c2cccs2)o1)c1ccc(Cl)cc1F,-6%,-1%,0.4%,1%,-3%,-15%,3%,-5%,6,8%,2%
COc1ccc(OC)c(C(=O)N2CCCC(Nc3ccc(F)cc3)C2)c1 (configuration not stated),-13%,-3%,0.6%,0%,-1%,-4%,0%,-1%,-5,-7%,-4%
Nc1nc(Nc2ccccc2Cl)cc(=O)[nH]1,2%,4%,0.4%,0%,-15%,?,0%,-5%,-5,-23%,0%
O=C(COc1ccccc1Cl)Nn1cnnc1,0%,5%,0.0%,-17%,0%,13%,-1%,2%,13,-8%,5%

# Arranged by molecular weight (smallest number first): 3 of the compounds above
SMILES,ELG1 repair inh,uPA generation,B2AR arrestin,Tb PFK inh,Mito fusion act,BCR signal inh,USP2a inh,PTAP TSG101 blk,TSHR antag,Eya2 inh,TCR activator
O=C(NCc1ccccc1)C1CCC1,7%,0%,-0.2%,0%,-3%,-4%,?,-4%,-1,3%,4%[46.1 µM]
O=C(COC(=O)CCCNC(=O)c1ccc(Cl)cc1)NC1CC1,16%,1%,-0.9%,-1%,3%,2%,-1%,0%,14,-11%,5%
CCOP(=O)(c1ccc(N(C)C)cc1)C(O)c1ccc(Cl)cc1 (configuration not stated),1%,1%,0.1%,-1%,4%,2%,4%,0%,-8,-3%,4%

# Going on with the list:
SMILES,ELG1 repair inh,uPA generation,B2AR arrestin,Tb PFK inh,Mito fusion act,BCR signal inh,USP2a inh,PTAP TSG101 blk,TSHR antag,Eya2 inh,TCR activator
COc1cc(/C=C/C(=O)c2ccc3c(c2)OCCO3)cc(Br)c1OCC(=O)N(C)C,?,0%,-0.5%,1%,-33%[inhibitor],?,1%,-1%,-6,-11%,0%
COc1cccc(CNc2nnnn2C)c1,5%,-6%,-0.4%,2%,2%,-4%,-2%,2%,49,-18%,-4%
O=C(C1CC1)N1CCc2cc(Br)cc(S(=O)(=O)NCCCN3CCCC3)c21,1%,1%,-2.0%,11%,-3%,0%,-6%,-4%,6,-23%,1%
Cn1c2ccc(F)cc2c2nnc(SCCN3CCOCC3)nc21,?,4%,-0.2%,6%,12%,9%,2%,0%,3,-10%,-9%
CCN(CC)C(=S)SC1=CCS(=O)(=O)C1,?,-1%,-0.2%,-3%,1%,12%,2%,1%,-1,-10%,9%
Clc1ccc(-c2nnnn2-c2ccc(Cl)c(Cl)c2)cc1Cl,-4%,-9%,0.4%,-3%,?,3%,-5%,-3%,-11,13%,7%
O=C(Nc1ccc(N2CCOCC2)c(Cl)c1)c1cccnc1Cl,4%,-1%,-0.2%,-5%,7%,?,3%,0%,1,4%,4%[46.1 µM]
Cc1ccccc1NC(=S)N(Cc1cccnc1)Cc1ccco1,10%,-2%,-0.3%,0%,0%,-3%,1%,-6%,12,1%,-1%[46.1 µM]
O=[N+]([O-])c1cccc(-n2nnnc2CN2CCCC2)c1,3%,2%,0.1%,0%,-1%,-14%,-1%,-1%,-6,-11%,·
CC(=O)c1ccc(S(=O)(=O)N(C)CC(=O)Nc2ccc(C)cc2)cc1,15%,-10%,0.2%,-3%,0%,1%,1%,-2%,4,-1%,-8%
